Compound activity from PubChem BioAssay.
ATG4B inh – blocks human ATG4B protease cleavage of LC3 substrate; ATG4B cleavage of LC3-PLA2, NBD-HPC fluorescence, 1 h; Q9Y4P1; AID 504462; inhibition, % at 8.33 µM; 0.51% of 340,000 active; in the data active means inhibition above about 40%
SENP8 block – inhibitors of human SENP8 protease; Q96LD8; recombinant SENP8, Nedd8 substrate fluorescence; inhibition, % at 20 µM; 0.64% of 360,000 active; AID 602440; in the data active means inhibition mostly above about 40%, no sharp cut-off; inactive means mostly below about 27%
Target sequence (Q96LD8 whole entry, looked up): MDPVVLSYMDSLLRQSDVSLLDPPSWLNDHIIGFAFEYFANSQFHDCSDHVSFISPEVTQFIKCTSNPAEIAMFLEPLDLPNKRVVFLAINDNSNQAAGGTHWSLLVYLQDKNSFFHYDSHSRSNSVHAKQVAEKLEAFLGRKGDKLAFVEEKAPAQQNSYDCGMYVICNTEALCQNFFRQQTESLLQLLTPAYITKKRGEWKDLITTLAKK
hIAP activ – human IAP activation | purified human IAP, CDP-Star luminescence, 30 min; stronger effect = higher value; 1 = vehicle-only enzyme, 0 = enzyme-free background | AID 2524 | 0.16% of 330,000 active | activation factor at 10 µM | P09923;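 active means activation factor of the enzyme at least 2-fold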; further: the source names both 10 and 20 µM as test concentration; values of inactives mirror those of a sister screen read the other way
GRIN3A LBD mod – NR3A (human) ligand-binding domain modulation. NR3A LBD differential scanning fluorimetry, Tm shift; 0% = protein alone, 100% = glycine-bound protein. Tm shift relative to glycine control, % at 25 µM. 2.5% of 340,000 active. AID 1259313;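 active means melting temperature shift of at least 10% of the positive control shift, at one fixed dose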
MPTP inh – blocks calcium-induced mitochondrial swelling; isolated mouse mitochondria, Ca2+ swelling absorbance, 30 min; inhibition, % at 10 µM; 1.4% of 360,000 active; AID 602449;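 active means inhibition of 50% or more, scaled per plate between neutral and stimulator controls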;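 further: 0% = DMSO wells given calcium and 100% = 1 mM EGTA wells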
SENP6 inh – SENP6 protease inhibition | 1.8% of 330,000 active | Recombinant SENP6 catalytic domain, aminoluciferin luminescence | inhibition, % at 10 µM;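 active means inhibition above about 50% at the single tested dose, limit read from the data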;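 further: plate controls were DMSO wells with enzyme for no effect and DMSO wells lacking enzyme for full effect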
Target sequence (Q9GZR1 628-1112 limits assumed): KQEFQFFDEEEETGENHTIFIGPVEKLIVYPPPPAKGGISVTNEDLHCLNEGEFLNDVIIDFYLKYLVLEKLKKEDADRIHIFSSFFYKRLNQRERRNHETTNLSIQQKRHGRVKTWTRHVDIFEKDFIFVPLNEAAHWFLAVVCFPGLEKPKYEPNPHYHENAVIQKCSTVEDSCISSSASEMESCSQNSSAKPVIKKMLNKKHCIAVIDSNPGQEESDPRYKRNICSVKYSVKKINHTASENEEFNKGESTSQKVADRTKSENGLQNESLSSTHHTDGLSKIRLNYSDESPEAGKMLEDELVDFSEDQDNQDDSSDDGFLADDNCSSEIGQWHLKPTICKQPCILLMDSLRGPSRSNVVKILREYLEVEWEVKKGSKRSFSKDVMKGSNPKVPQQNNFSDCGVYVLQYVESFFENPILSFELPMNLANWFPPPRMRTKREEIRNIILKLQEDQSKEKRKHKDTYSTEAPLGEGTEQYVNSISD
SENP1 inh – inhibitors of human SENP1 SUMO protease catalytic domain; Q9P0U3; recombinant SENP1 catalytic domain, CyPet-SUMO1-YPet FRET cleavage; inhibition, % at 10 µM; 0.21% of 360,000 active;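 active means inhibition at least 30% at 10 µM, raw YFP signal under a set limit, fluorescence ratio 0.5 to 1.5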;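 further: 0% = enzyme with DMSO and 100% = no enzyme wells; some results filed as inactive read as strong as hits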
Target sequence (Q9P0U3 419-644 limits assumed): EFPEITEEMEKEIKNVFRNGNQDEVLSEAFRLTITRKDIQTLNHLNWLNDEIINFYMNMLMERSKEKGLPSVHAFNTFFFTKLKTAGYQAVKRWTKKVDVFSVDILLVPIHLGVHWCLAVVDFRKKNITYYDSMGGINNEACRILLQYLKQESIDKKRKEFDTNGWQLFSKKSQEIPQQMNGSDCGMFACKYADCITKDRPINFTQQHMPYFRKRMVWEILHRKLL
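System: Recombinant human SENP1 catalytic domain, His6-tagged | Incubation: Enzyme reaction for 50 min at room temperature, dark | Medium: Tris pH 8 with BME, BSA, NP40 and catalase | Also added: 25 nM SUMO1 FRET substrate | Compound: 10 µM single point, 0.5% DMSO | Measured by: FRET fluorescence in CFP and YFP emission channels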
PfG6PD inh – PfG6PD (Plasmodium falciparum) enzyme inhibition. PfGluPho enzyme, NADPH resazurin-diaphorase fluorescence. inhibition, % at 20 µM. 0.78% of 350,000 active. AID 504690;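 active means inhibition reaching at least a set limit at 20 µM in the primary screen, cut at about 59% in these data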;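 further: 0% = DMSO wells with substrate and 100% = DMSO wells lacking glucose-6-phosphate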
The depositor's hits bear a star; x = not tested or not shown. The order is random; about 6.7% have a hit in one of these screens.

SMILES	ATG4B inh	SENP8 block	hIAP activ	GRIN3A LBD mod	MPTP inh	SENP6 inh	SENP1 inh	PfG6PD inh
CN=C1SC(CC(=O)Nc2sc(C)c(C)c2C(=O)OC)C(=O)N1C (configuration not stated)	2	-12	0.98	-2	0.3	-25	-9	-6
CCOC(=O)C1C(=O)CC(C)(O)C(C(=O)OCC)C1c1ccc(OC)cc1 (configuration not stated)	-3	9	0.81	3	-1.9	7	1	12
COc1ccc(C(=O)COc2ccccc2C#N)cc1	-5	11	0.95	-2	3.3	-8	-1	-5
Cc1ccc(C(C)NC(=O)c2cccs2)cc1C (configuration not stated)	3	22	0.85	0	1.3	-8	1	5
CSc1ccccc1NC(=O)CN1CCN(S(=O)(=O)c2ccccc2[N+](=O)[O-])CC1	-7	14	1.1	2	-0.8	-17	1	6
CN(C)c1nc(N(C)C)n(C(=O)c2cccs2)n1	5	-4	1	0	-0.3	5	1	3
CC1CN(c2ccc([N+](=O)[O-])cc2F)CCN1C(=O)c1ccco1 (configuration not stated)	-5	12	0.86	1	-1.0	-4	-2	-1
Cc1ccc(Cc2c(-c3ccc(Br)cc3)nc3cc(C)ccn23)cc1	x	-195	x	x	-3.6	x	-1	109*
Cc1ccc(S(=O)(=O)NCC(=O)Nc2ccc3c(c2)OCCO3)cc1	-6	4	1.3	1	-1.0	0	2	3
COc1ccc(CCNC(=O)C2CCN(S(=O)(=O)c3ccc4nc5c(c(C(=O)O)c4c3)CCCC5)CC2)cc1OC	-7	0	1.1	1	-1.6	3	-2	-4
COC(=O)c1ccc(N2CCCCC2)c(N)c1	-33	-442	1	-2	0.0	-12	0	0
O=c1c2cc(Cl)ccc2nc(-c2ccc(Cl)c(Cl)c2)n1O	24	-19	1.2	0	36	59*	5	-4
O=C(CC(Sc1n[nH]c(-c2ccccc2)n1)c1ccccc1)NCc1ccccc1 (configuration not stated)	3	9	0.96	-3	-4.8	-5	-1	-1
Cc1ccc(NC(=O)CSc2nnc(C)n2CC2CCCO2)cc1 (configuration not stated)	-6	10	1.1	-2	-3.2	-7	0	-6
CC/C(=N\NC(N)=O)c1ccc(OC)c(OC)c1	0	12	1	2	0.1	-16	0	-7
CCC1=C/C(=C/c2sc3ccccc3[n+]2CC)CC(C)(C)C1	-3	x	0.88	2	x	15	x	61*
Cc1cccc(N2CCN(S(=O)(=O)c3ccc4[nH]c(=O)ccc4c3)CC2)c1C	-10	11	0.87	-4	42	-4	2	-7
Cc1nc(N2CCOCC2)c(C#N)c(C)c1Br	-10	-74	0.88	0	-2.7	-3	-1	4
C=CCSC1=C(C#N)C(c2ccccc2OCC)CC(=O)N1 (configuration not stated)	0	2	1	2	-0.9	-8	-1	11
Cc1[nH]n(-c2ccccc2)c(=O)c1N=Nc1ccc(F)cc1	2	38	0.77	1	1.2	-3	2	-3
O=C1CC(C(=O)NC2CCCCC2)C(c2ccccc2)O1 (configuration not stated)	2	33	1.3	8	-1.1	-24	1	1
COc1ccc(NC(=O)c2ccco2)cc1NC(=O)c1ccc(C)cc1	9	-1	0.85	4	1.4	-3	1	3
COc1ccc(OCCC(=O)OCC(=O)Nc2cccc(Br)c2)cc1	-6	-5	0.87	-9	1.3	2	2	6
Cn1c(=O)n(Cc2ccccc2Cl)c(=O)c2c1[nH]c(=S)n2C	-3	-30	1	2	-0.2	16	1	60*
COc1ccc(C2C(C(C)=O)=C(O)C(=O)N2c2nccs2)c(OC)c1 (configuration not stated)	-9	-13	0.82	0	0.6	15	1	1
O=c1sc(N2CCN(c3ccc(F)cc3)CC2)nc2ccsc12	-9	-26	1	7	0.6	-12	-1	4
Cn1c(=O)c(C(=O)Nc2ccccc2S(N)(=O)=O)c(O)c2ccccc21	6	-57	0.98	-1	0.5	-9	4	4
COc1ccc(-c2cccc(NS(=O)(=O)c3cc([N+](=O)[O-])ccc3C)c2)nn1	-3	3	1.2	3	-1.1	-14	1	-13
O=C(COc1ccc([N+](=O)[O-])cc1Cl)N(C1CCCCC1)C1CCS(=O)(=O)C1 (configuration not stated)	-11	12	1	3	2.5	-24	2	3
C[C@H](CO)N1C[C@H](C)[C@H](CN(C)C(=O)Nc2ccc(F)cc2)OCc2ccccc2-c2c(n(C)c3ccccc23)C1=O	x	1	x	x	-0.3	x	-1	3

Complete entries from above. Screens in order: ATG4B inh	SENP8 block	hIAP activ	GRIN3A LBD mod	MPTP inh	SENP6 inh	SENP1 inh	PfG6PD inh
Record of CN(C)c1nc(N(C)C)n(C(=O)c2cccs2)n1 = 5	-4	1	0	-0.3	5	1	3
Record of O=C(COc1ccc([N+](=O)[O-])cc1Cl)N(C1CCCCC1)C1CCS(=O)(=O)C1 (configuration not stated) = -11	12	1	3	2.5	-24	2	3
Record of Cn1c(=O)n(Cc2ccccc2Cl)c(=O)c2c1[nH]c(=S)n2C = -3	-30	1	2	-0.2	16	1	60*
Record of COc1ccc(CCNC(=O)C2CCN(S(=O)(=O)c3ccc4nc5c(c(C(=O)O)c4c3)CCCC5)CC2)cc1OC = -7	0	1.1	1	-1.6	3	-2	-4
Record of O=c1sc(N2CCN(c3ccc(F)cc3)CC2)nc2ccsc12 = -9	-26	1	7	0.6	-12	-1	4

Further structures.
SMILES	ATG4B inh	SENP8 block	hIAP activ	GRIN3A LBD mod	MPTP inh	SENP6 inh	SENP1 inh	PfG6PD inh
CCc1nc(SCC(=O)Nc2ccc(Br)cn2)n[nH]1	x	13	0.88	x	0.9	-12	1	x
COc1cccc(CNC(=O)CSc2cc(=O)n(C)c3ccccc23)c1	-14	0	1.2	-2	0.2	-6	1	17
O=C1Cc2ccccc2C(c2c(Cl)cccc2Cl)N1 (configuration not stated)	-7	32	0.86	-1	-2.9	3	-1	-8
COc1cc(OC)c(C(=O)Nc2ccncc2)cc1OC	-3	-92	0.94	1	-0.1	-1	2	1
Cc1cc(NC(=O)c2ccc(C)c([N+](=O)[O-])c2)no1	5	11	0.76	0	-0.2	-4	2	-16
O=c1cc(NCc2ccccc2)c2ccccc2o1	-6	8	0.85	-1	-1.1	0	-1	2
CN(C)/C=N/c1nc2nccc(-c3ccccn3)n2n1	-9	-369	0.92	-3	-1.1	-14	-12	10
COc1cc2c(cc1NC(=S)Nc1cccc(C(F)(F)F)c1)oc1ccccc12	6	-200	1.1	29*	94*	3	-1	20
O=C(NCc1nnc(SCC(=O)N2CCCC2)o1)c1ccccc1	-1	-7	0.9	1	-0.1	2	2	-6
Cc1sc2ncn(CC(=O)OCC(=O)NC(C)(C)C)c(=O)c2c1C	-8	28	0.86	0	0.5	-10	1	0
COc1cccc(CN(C(=O)COc2ccccc2[N+](=O)[O-])C2CCS(=O)(=O)C2)c1 (configuration not stated)	-4	6	0.98	0	1.9	-23	-1	3
COc1cc(-c2nnc(NC(=O)CS(=O)(=O)c3ccc(Cl)cc3)o2)cc(OC)c1OC	x	18	x	x	1.0	x	-3	-3
C[C@@H]1CN([C@@H](C)CO)C(=O)c2cc(Br)cnc2O[C@H]1CN(C)C(=O)C1CCCCC1	x	7	x	x	0.2	x	1	-10
CC(C)C(=O)Nc1nc(-c2ccc3c(c2)CCN3C(=O)C2CC2)cs1	4	-43	0.9	0	-1.8	3	-10	52
CCC(NC(=O)C1CCCO1)c1ccccc1 (configuration not stated)	7	13	1.1	1	-0.3	-5	-1	2
Cc1noc(C)c1S(=O)(=O)NC1CCN(Cc2ccccc2)CC1	-7	9	0.98	0	-1.3	-8	-8	11
CCC(C)(C(=O)NC1CCCCC1)N(Cc1cccs1)C(=O)c1ccccn1 (configuration not stated)	-1	14	1.1	-1	1.4	-15	0	-16
O=C(COC(=O)c1ccccn1)Nc1ccccc1OC(F)F	-4	8	1.1	2	-3.9	0	-3	8
COc1ccc(Cn2c(=O)[nH]c3cc(C(=O)N4CCN(c5ccccc5)CC4)ccc3c2=O)cc1	-2	5	0.78	-5	1.0	-17	7	7
O=C(CN1CCC(Cc2ccccc2)CC1)N1CCc2ccccc2C1	5	16	0.98	-1	-1.5	-8	2	-1
Cc1ccc(-n2c(O)c(/C=N/NC(=O)C3COc4ccccc4O3)c3ccccc3c2=O)cc1 (configuration not stated)	19	-149	1.7	-1	3.9	5	-25	-27
Cc1ccc(C(=C2C3C=CC2C2C(=O)NC(=O)C32)c2ccc(C)cc2)cc1 (configuration not stated)	-2	3	1.6	6	9.0	-4	0	-5
C=CCn1c(Cc2cccs2)nnc1SCC(=O)c1cccc(Br)c1	-13	11	0.93	0	-0.3	-7	4	37
COc1ccc(OC)c(NC(=O)CC2SC(=NCc3ccccc3)NC2=O)c1 (configuration not stated)	-37	17	1.2	-2	-1.1	-10	1	-15
NNC(=O)c1cn2ccccc2n1	-10	6	1	1	11	5	1	-9
CCOC(=O)[C@H]1[C@H]2COc3ccc(Cl)cc3[C@@H]2N2C(=O)c3ccccc3NC(=O)[C@@]12C	-5	17	1	-2	-0.2	-3	1	-14
Cc1nn(CC(=O)NC(C)c2ccccc2)c(=O)c2ccccc12 (configuration not stated)	1	13	1.1	-1	0.0	-4	1	-10
CCC(C)NC(=O)C1CCN(S(=O)(=O)c2ccc(Br)s2)CC1 (configuration not stated)	3	11	1.1	2	3.4	-5	2	-20
CCN(CC)S(=O)(=O)c1ccc(/C=C/C(=O)OCC#N)cc1	-3	6	0.88	1	-2.3	7	2	-12
NC(=O)CC(NC(=O)c1ccccc1)c1ccc(N2CCN(c3ccccn3)CC2)c([N+](=O)[O-])c1 (configuration not stated)	-3	26	0.95	0	0.1	-7	-2	6
COc1ccc(S(=O)(=O)NCc2cccnc2)cc1NC(=O)c1ccccc1C	-1	-11	x	1	0.4	x	-26	-7
CCCN(C(=O)Cc1coc2cc(C)c(C)cc12)c1c(N)n(Cc2ccccc2)c(=O)[nH]c1=O	0	3	1	2	0.0	-5	0	4
CCOC(=O)CSc1nc2ccc(C)cc2[nH]1	-6	24	0.97	1	-2.7	21	-2	6
C/C(CCc1oc2ccccc2c1-c1ccc(C)o1)=N/O	61*	10	0.83	-1	3.0	4	0	6
CC1CCN(C(=O)c2ccccc2NS(=O)(=O)c2ccccc2)CC1	-3	6	1	-1	0.9	13	1	-3
O=C(Nc1cccc(NC(=O)c2ccccc2[N+](=O)[O-])n1)c1ccccc1[N+](=O)[O-]	11	4	0.9	-4	1.5	-19	-20	-2
Cc1ccc(C(=O)OCC(=O)NC2CCCc3ccccc32)o1 (configuration not stated)	-6	12	1	0	-1.0	-8	0	1
O=C(NCc1ccc(OC(F)(F)F)cc1)c1cc(-c2ccccc2)nn1CC1CC(c2cccnc2)=NO1 (configuration not stated)	-6	14	1	-10	0.4	-23	1	-8
Cn1c(-c2ccccc2)c[n+]2c1CCCCC2	2	-28	1.1	-2	-1.0	1	1	-15
CCOC(=O)N1CCN(C(=O)CS(=O)Cc2nc(-c3ccc(OC)c(OC)c3)oc2C)CC1 (configuration not stated)	-1	5	1.2	0	-2.1	-4	1	-8
Cn1cnc(C(=O)NCc2ccc(CNC(=O)OC(C)(C)C)cc2)c1C(=O)NCc1ccc(CNC(=O)OC(C)(C)C)cc1	1	9	1.1	-5	0.4	8	1	-12
CCOc1ccc(S(=O)(=O)N2CCN=C2c2ccccc2)c(C)c1C	-3	7	0.93	1	-1.5	1	1	11
COc1ccc(NS(=O)(=O)c2c(C)[nH]c(=O)[nH]c2=O)cc1OC	-4	4	0.92	-3	2.0	-4	3	12
COc1ccccc1-n1cc(-c2ccc(Br)cc2)[nH]c1=S	2	3	1	-1	1.4	22	2	17
CCc1ccc(CN(C)C(=O)CCc2nc3ccccc3n(-c3ccc(OC)cc3)c2=O)cc1	4	-60	1	0	4.2	6	0	-1
COc1cc(-c2nc(-c3ccc(NC(=O)c4ccc(Br)o4)cc3)no2)cc(OC)c1OC	-11	-8	0.99	21*	6.9	12	2	23
O=C(CCS(=O)(=O)c1ccc(Br)s1)NC1CCCC1	-13	8	0.94	0	0.3	10	-1	-3
